# Assay outcomes: PubChem BioAssay, several laboratories
# bovine MsrA act: bovine MsrA enzyme activators, primary screen, biochemical, absorbance, HTS; purified bovine MsrA, absorbance read-out; 0.3% of 360,000 active; activation, % at 10.6 µM; Methionine sulfoxide reductase A (Bos taurus); in the data active = activation above about 7.5%;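 also: 0% = vehicle and 100% = reference activator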
# E coli Lon inh: inhibitors of E. coli Lon protease, primary screen, biochemical, fluorescence polarization | P0A9M0 | purified E. coli Lon protease | inhibition, % at 7.94 µM | 0.42% of 360,000 active | AID 602123, 2011; in the data active = inhibition above about 13%, passing the limit was not always enough;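 also: 0% = enzyme with probe and DMSO and 100% = no enzyme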
# MsrA inh: bovine MsrA enzyme inhibitors, primary screen, biochemical, absorbance, HTS. Methionine sulfoxide reductase A (Bos taurus). purified bovine MsrA, absorbance read-out. inhibition, % at 15.5 µM. 0.75% of 360,000 active. AID 651718, 2012; in the data active = inhibition above about 4.5%;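 also: 0% = vehicle wells with enzyme and 100% = reference inhibitor wells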
# CSN deneddyl inh: inhibitors of CSN-mediated cullin deneddylation, primary screen, biochemical, fluorescence polarization, uHTS | Purified CSN, SCF-Nedd8-OG deneddylation | inhibition, % at 12.5 µM | 0.38% of 360,000 active;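 active = pattern-corrected inhibition above about 35%, with an unprinted fluorescence ratio check between 0.5 and 1.5, limit read from the data, passing the limit was not always enough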;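 also: 0% = enzyme with substrate and 100% = substrate without enzyme; some results filed as inactive read as strong as hits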
# Target sequence (Q92905 whole entry, looked up, one chain of several): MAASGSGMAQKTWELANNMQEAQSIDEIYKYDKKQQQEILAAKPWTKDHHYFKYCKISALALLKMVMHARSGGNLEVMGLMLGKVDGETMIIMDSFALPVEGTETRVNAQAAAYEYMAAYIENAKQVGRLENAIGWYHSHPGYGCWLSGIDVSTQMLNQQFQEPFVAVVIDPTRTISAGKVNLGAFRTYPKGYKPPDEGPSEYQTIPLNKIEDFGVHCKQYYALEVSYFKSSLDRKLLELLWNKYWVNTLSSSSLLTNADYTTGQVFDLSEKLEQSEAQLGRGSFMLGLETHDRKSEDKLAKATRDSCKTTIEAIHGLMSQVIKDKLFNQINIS
#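 Material: human Csn5 produced in HEK293T cells; Input: enzyme 0.24 nM; Reagent: SCFSkp2-Nedd8OG substrate at 10 nM final; Dosing: 12.5 µM compound; Incubation: 90 min reaction at room temperature; Detection: fluorescence polarization of the substrate; Evaluation: % inhibition of substrate cleavage by Csn5; Control set: substrate-only high control, full reaction low control.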
# FAS TE block: FAS thioesterase domain inhibitors, primary screen, biochemical, fluorescence intensity, uHTS; recombinant FAS-TE, OMFH fluorogenic substrate, fluorescence endpoint; Fatty acid synthase (Homo sapiens), P49327; 0.67% of 360,000 active; inhibition, % at 15 µM; AID 602261, 2012;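 active = compounds whose normalised, plate-corrected inhibition of enzyme fluorescence in the single-dose primary screen is 50% or more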;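 also: 0% = DMSO with enzyme and 100% = substrate without enzyme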
# Neddylation inh: inhibitors of cullin neddylation, primary screen, biochemical, TR-FRET, uHTS, NAE and Ubc12; AID 651699, 2012; NEDD8-conjugating enzyme Ubc12 (Homo sapiens) + NEDD8-activating enzyme E1 regulatory …; 0.58% of 360,000 active; calls only at 25 µM; in the data active = inhibition above about 36%
# Target sequence (P61081 whole entry, looked up): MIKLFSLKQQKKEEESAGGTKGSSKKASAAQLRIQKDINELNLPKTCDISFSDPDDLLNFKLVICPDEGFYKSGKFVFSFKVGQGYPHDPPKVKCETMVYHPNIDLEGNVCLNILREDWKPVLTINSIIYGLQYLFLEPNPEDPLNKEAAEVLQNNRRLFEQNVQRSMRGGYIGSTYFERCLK
# Target sequence (Q13564 whole entry, looked up): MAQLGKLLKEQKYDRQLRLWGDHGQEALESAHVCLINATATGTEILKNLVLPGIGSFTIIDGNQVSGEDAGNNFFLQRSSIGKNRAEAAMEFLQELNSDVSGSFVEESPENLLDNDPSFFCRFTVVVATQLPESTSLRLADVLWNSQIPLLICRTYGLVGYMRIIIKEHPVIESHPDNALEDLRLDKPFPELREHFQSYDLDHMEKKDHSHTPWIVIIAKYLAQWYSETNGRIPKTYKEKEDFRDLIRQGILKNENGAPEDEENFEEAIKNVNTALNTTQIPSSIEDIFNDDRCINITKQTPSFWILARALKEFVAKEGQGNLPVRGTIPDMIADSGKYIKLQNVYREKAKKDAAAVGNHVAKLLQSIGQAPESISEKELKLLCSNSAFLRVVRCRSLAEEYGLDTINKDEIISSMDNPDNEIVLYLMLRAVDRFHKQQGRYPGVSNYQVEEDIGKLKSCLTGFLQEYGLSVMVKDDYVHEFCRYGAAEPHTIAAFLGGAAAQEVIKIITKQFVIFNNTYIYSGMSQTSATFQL
# Rin1 Abl inh: inhibitors of Rin1-Abl protein binding, primary screen, biochemical, TR-FRET; 0.4% of 360,000 active; inhibition, % at 7.35 µM; Tyrosine-protein kinase ABL1 (Homo sapiens) + Ras and Rab interactor 1 (Homo sapiens), …; in the data active = inhibition above about 5%, passing the limit was not always enough
# TbMetRS inhib: T. brucei MetRS inhibitors, primary screen, biochemical, luminescence; methionyl-tRNA synthetase (Trypanosoma brucei brucei); inhibition, % at 11.9 µM; AID 624268, 2012; 0.4% of 360,000 active; purified T. brucei MetRS, ATP depletion, Kinase-Glo luminescence;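 active = inhibition above a per-plate cutoff of the control wells' mean inhibition plus 3 SD, cut at about 5.5% in these data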;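 also: 0% = DMSO wells median and 100% = median of wells with control inhibitor compound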
#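 Measured by: Kinase-Glo luciferase luminescence reporting remaining unconsumed ATP. Material: purified T. brucei MetRS enzyme. Doses: 11.9 µM compound single dose, 0.9% DMSO. Medium: HEPES buffer containing pyrophosphatase, BSA, spermine, DTT. Times: 15 min preincubation, 2 h reaction, all 25 °C. Reagent: methionine, ATP and bulk E. coli tRNA.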
# PABP1 MLLE inh: inhibitors of PABP1 MLLE–PAM2 peptide binding, primary screen, biochemical, fluorescence polarization, FITC-PAM2, GST-MLLE. 0.36% of 360,000 active. inhibition, % at 20 µM. Polyadenylate-binding protein 1 (Homo sapiens), P11940; in the data active = inhibition above about 35%, passing the limit was not always enough;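 also: plate controls were DMSO wells with GST-MLLE for no effect and wells lacking GST-MLLE protein for full effect; some results filed as inactive read as strong as hits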
# Numbers without * were called inactive; i = inactive; · = no result given; + = active, no number. An excerpt; the hit share may differ from the screen's.
SMILES,bovine MsrA act,E coli Lon inh,MsrA inh,CSN deneddyl inh,FAS TE block,Neddylation inh,Rin1 Abl inh,TbMetRS inhib,PABP1 MLLE inh
NS(=O)(=O)c1ccc(N=Cc2c(O)n(C3CCCCC3)c(=O)n(C3CCCCC3)c2=O)cc1,-2.1,-51.0,0.5,22.8,27.3,i,-0.6,-0.3,-52.6
CNCC(O)c1cc(OCc2ccccc2)c(OCc2ccccc2)cc1F (configuration not stated),-0.8,-8.1,-0.8,-0.3,1.7,i,0.9,-0.1,3.9
COC(=O)C1=C(c2ccc(S(C)(=O)=O)cc2)C[C@@H]2CC[C@H]1N2C(=O)N1CCCCC1,-5.9,7.7,0.2,5.2,-9.2,i,4.4,-0.2,5.0
Cn1cc(C(=O)OCC(=O)NC2CCCCC2)c2ccccc21,-1.9,-3.9,-0.7,-3.5,4.5,i,2.4,-0.8,0.9
Cc1nc2ccccc2c(=O)n1-c1cc([N+](=O)[O-])cc([N+](=O)[O-])c1,0.8,-15.8,1.2,2.7,-2.5,i,0.2,0.0,6.7
CN1CCN(Cc2ccccc2C(F)(F)F)CC1,-0.8,-10.0,-0.5,3.7,-10.4,i,4.4,0.0,-8.1
COc1ccc(NP(=O)(Oc2ccc(Cl)cc2)Oc2ccc(Cl)cc2)cc1OC,-3.0,1.1,-0.8,2.8,26.2,i,-0.2,-0.9,-6.7
Cc1ccc(OC(=O)N(C)C[C@@H]2OCc3cnnn3CCCC(=O)N([C@@H](C)CO)C[C@@H]2C)cc1,-0.5,-2.7,1.1,1.5,-8.2,i,2.1,-1.9,10.4
C/C=C1/C[N+]2(C)CCC34C(=C(C=O)[C@H]1C[C@@H]32)Nc1ccccc14 (some centres not stated),-7.2,-7.5,0.6,0.9,-4.3,i,3.0,-1.3,-133.1
CCOCN(C(=O)CCl)c1c(C)cccc1CC,-2.6,2.1,-0.5,-6.1,-5.4,i,0.7,-0.3,6.5
Cc1cccnc1-n1c(C)nc2ccccc2c1=O,-6.0,-1.6,0.4,1.2,-6.3,i,-0.9,-0.8,6.8
O=C(O)C1Cc2ccccc2N2CCCC12 (configuration not stated),-3.0,11.0,1.8,-5.2,-3.1,i,-4.7,0.1,26.2
COc1ccc(N2CC2c2ccncc2)cc1 (configuration not stated),-9.4,5.2,-0.3,-3.5,-4.8,i,1.1,-0.2,12.4
NC1C2CN3CCN(C2)CC1(c1ccccc1)C3 (configuration not stated),-1.9,-1.6,-1.0,0.5,-7.7,i,-2.7,-0.4,0.2
Nc1c(C(=O)NCCCc2ccccc2)c2nc3ccccc3nc2n1Cc1cccs1,2.9,-2.1,1.0,19.0,22.4,·,4.7,0.8,-9.8
CS(=O)(=O)c1ccc(C2=C(CNC(=O)c3nccs3)[C@H]3CC[C@@H](C2)N3Cc2ccco2)cc1,0.0,-1.7,-0.5,0.5,-6.3,i,-4.0,-0.8,4.4
CN(C)C(=O)Oc1ccc(OCc2nc3ccccc3[nH]2)cc1,0.3,-7.5,-0.5,-6.6,-13.5,i,-1.6,-4.5,16.6
Nc1ccc2ccc3cccc[n+]3c2c1,-5.4,+,1.6,-76.0,-140.7,i,-118.9,-0.3,i
CCOC(=O)c1ccccc1NC(=O)c1c(O)[nH]c(=S)[nH]c1=O,-3.0,1.9,1.8,1.6,-3.1,i,2.1,-0.2,-37.4
COc1ccc(CC(=O)N2CCN(C)CC2)cc1OC,-0.1,-3.9,0.4,1.1,-4.6,i,2.2,-1.1,3.0

# The last three compounds of the part above come first, to join the parts:
SMILES,bovine MsrA act,E coli Lon inh,MsrA inh,CSN deneddyl inh,FAS TE block,Neddylation inh,Rin1 Abl inh,TbMetRS inhib,PABP1 MLLE inh
Nc1ccc2ccc3cccc[n+]3c2c1,-5.4,+,1.6,-76.0,-140.7,i,-118.9,-0.3,i
CCOC(=O)c1ccccc1NC(=O)c1c(O)[nH]c(=S)[nH]c1=O,-3.0,1.9,1.8,1.6,-3.1,i,2.1,-0.2,-37.4
COc1ccc(CC(=O)N2CCN(C)CC2)cc1OC,-0.1,-3.9,0.4,1.1,-4.6,i,2.2,-1.1,3.0
NC(=O)Nc1cccc(C(F)(F)F)c1,-0.1,4.1,-0.7,3.4,-6.5,i,-0.4,0.5,4.1
O=C(Nc1ccc(Br)cc1)c1nn(C23CC4CC(CC(C4)C2)C3)cc1Br,-0.4,5.3,0.4,-0.3,31.0,i,-2.6,-1.6,-3.5
O=c1[nH]c2ccccc2n1C1CCN(C(CCc2ccccc2)c2nnnn2C2CCCCC2)CC1 (configuration not stated),-6.0,-3.1,-0.3,1.0,55.0*,i,26.9*,-1.1,3.6
COc1ccc(C2CN(C)CC2C(=O)c2ccc(C)cc2)cc1Cl (configuration not stated),-1.2,-0.8,-1.2,-2.5,6.3,i,0.8,1.0,-8.3
Clc1ccccc1Nc1ncnc(-n2cccc2)n1,0.5,1.2,-0.7,1.8,12.4,i,-0.9,0.4,2.9
COc1ccc(-n2c(O)c(/C=C3\C=Nc4ccc(Br)cc43)c(=O)[nH]c2=O)c(OC)c1,-5.3,-132.3,0.6,8.1,-9.2,i,3.4,-0.5,-39.7
Cc1ccc(N2C(=O)CC(=O)NC2=O)cc1Cl,-1.4,-48.9,-0.1,7.6,-5.3,i,1.1,0.5,-48.1
CN1CCC2(CC1)N=C(c1ccc(F)cc1)C(=S)N2,-7.3,4.8,0.7,-2.9,-9.6,i,-0.2,-0.8,4.1
Cc1cccc(N2C(=O)/C(=C/c3ccc(N4CCN(C)CC4)o3)C(=O)NC2=S)c1C,-13.2,-134.1,1.7,122.6,-10.4,i,3.6,-1.7,-153.1
Cc1ccc(CN2CCC3CCC(C3)C2)c(O)c1 (configuration not stated),1.4,9.4,-0.4,2.2,-5.3,i,0.8,0.0,14.7
CCN1CCN(C(=O)Cc2coc3cc(C)cc(C)c23)CC1,-1.3,-13.7,0.7,-0.3,-4.8,i,-2.1,-0.5,6.4
COP(=O)(OC)C1(O)C(=O)Nc2ccc(Br)cc21 (configuration not stated),-1.7,-5.9,0.2,-1.8,-10.8,i,-3.2,1.9,-14.5
O=C(Cc1cccs1)N1CCC2(CC1)OCCO2,-1.2,-5.4,-0.2,1.3,-9.0,i,0.7,0.3,-0.1
O=P(c1ccccc1)(c1nc2ccccc2s1)N1CCOCC1 (configuration not stated),-13.1,-3.3,-0.7,5.4,-2.5,i,4.2,-2.0,3.5
O=C1NC(=S)NC(=O)C1=Cc1ccc2c(c1)CCN2CCCCl,-2.6,-10.6,·,48.1,-4.0,i,-1.0,-0.1,-23.1
CCN(CC)C(=O)c1ccc(NC(=O)c2ccc(-n3cncn3)c([N+](=O)[O-])c2)cc1,-6.1,-2.5,-0.1,-1.2,-7.2,i,-4.3,8.0*,1.3
CCN1C[C@]2(C)CC[C@H](O)[C@]34C1[C@H](C[C@H]23)[C@@]1(O)C[C@H](OC)[C@H]2C[C@@H]4[C@@H]1C2O (some centres not stated),-2.0,12.6,-0.6,-1.9,-0.9,i,-3.8,-0.2,-4.9
O=C(Cn1cc(C(=O)c2ccccc2)c2ccccc21)NCc1ccco1,-1.9,-1.6,2.2,-2.4,4.0,i,2.4,-1.8,-3.0
Cc1cc(/C=C2\C(=O)NC(=O)N(c3ccc(F)cc3)C2=O)c(C)n1-c1cccc(C(=O)O)c1,-3.1,-20.7,1.6,-1.1,-3.6,i,1.7,-0.8,-6.3
CC(=NCc1ccco1)c1c(O)n(C)c(=O)n(C)c1=O,-3.4,4.2,-1.7,-3.6,-4.9,i,-4.2,-0.3,-2.3
CCOC(=O)C1=Nc2ccccc2/C1=C\c1c(O)n(C)c(=O)n(C)c1=O,-1.0,-10.3,1.5,-1.3,-2.8,i,-0.9,0.3,-5.0
Cc1ccsc1C(=O)C1CCCN(Cc2cccc(OCCO)c2)C1 (configuration not stated),-4.2,-1.9,0.1,3.2,-2.1,i,-1.8,-0.6,18.0
COC(=O)C1=C(c2ccc(OC(F)(F)F)cc2)C[C@@H]2CC[C@H]1N2C(=O)NCCOc1ccccc1,-8.9,15.9,0.9,-1.5,21.0,i,-1.6,-0.5,13.0
Cc1cc(C)cc(-n2c(C)cc(/C=C3\C(=O)NC(=O)N(C)C3=O)c2C)c1,-5.1,-7.4,1.2,-2.4,-13.4,i,-2.5,-0.3,-3.4
COc1ccc(NC(c2ccccc2)P(=O)(Oc2ccccc2)Oc2ccccc2)cc1 (configuration not stated),-4.0,-1.9,-0.5,1.6,9.8,i,-0.4,-0.2,10.7
CN1CCN(c2cn[nH]c(=O)c2Cl)CC1,-1.6,11.8,2.0,-2.1,-3.5,i,-2.5,0.1,-2.1
Cc1cccc(C)c1-n1nnnc1C(C1CC1)N1CCC(n2c(=O)[nH]c3ccccc32)CC1 (configuration not stated),-2.9,-8.4,-0.6,1.2,11.5,i,6.4,-0.5,6.6
CCCCN1C(=O)/C(=C/c2ccc(N(C)C)cc2)C(=O)N(Cc2ccco2)C1=O,-4.7,-227.5,5.3*,131.9*,-4.6,i,1.7,0.4,-123.1
CC(=O)C1CCC2C3C(N4CC4)CC4=CC(=O)CCC4(C)C3CCC12C (configuration not stated),-2.7,-1.2,-0.5,1.4,-4.6,i,6.0,-0.3,1.4
COC(=O)N(c1ccccc1)P1(=S)OCCO1,-3.7,3.8,0.5,-1.0,-0.5,i,1.0,-0.2,34.1
O=P(O)(O)Cc1c(Cl)cccc1Cl,-0.3,2.4,2.1,3.5,-0.6,i,3.2,-0.4,3.4
CCOC(=O)C1(CCc2ccccc2)CCN(Cc2ccc(NC(C)=O)cc2)CC1,-6.1,6.2,-0.5,-1.7,-4.8,i,1.9,-1.6,-5.3
COc1ccc(CNCCc2ccc3c(c2)OCO3)cc1Br,-2.2,-7.2,0.5,-1.3,2.1,i,-0.3,0.6,-3.2
C[C@]12CCC3C(C(=O)C[C@H]4C[C@@H](O)CC[C@]34C)C1CCC2=O (some centres not stated),-3.6,-2.0,0.3,-2.6,-10.1,i,21.0*,-0.4,16.8
Cc1c(Cl)cccc1N1C(=O)NC(=O)/C(=C\c2cc(C)n(-c3cccc(C(=O)O)c3C)c2C)C1=O,-10.8,-41.3,2.1,2.3,-1.8,i,1.9,-1.2,-65.0
N#CCCn1cc(C(=O)Nc2ccccc2Br)c(-c2ccc([N+](=O)[O-])cc2)n1,2.9,6.8,46.6*,-4.8,18.9,i,0.9,-0.3,-10.8
Cc1cc(C)n(-c2ccc(NN=C(C#N)C#N)cc2)n1,-3.8,3.3,1.0,4.6,0.5,i,2.4,-0.8,-2.8
C[C@]12CCC3[C@@H](CC[C@@H]4C[C@H](O)CC[C@]34C)[C@@H]1CCC2=O (some centres not stated),-5.2,1.8,-0.9,1.7,0.4,i,0.7,-1.2,5.7
